Bioassay records: PubChem, National Center for Advancing Translational Sciences (NCATS)
Nrf2 inh: Nrf2 qHTS screen for inhibitors | A549 ARE-Fluc reporter, luciferase luminescence, 18-24 h | Potency, µM (highest dose often 46 µM), for the others: top-dose activity change, negative = inhibition, usual class: inhibitors | 360,000 compounds, 2.1% hits | AID 504444, 2011; further: on the % scale 0 is the no-effect control and ±100 the full control effect; nearly all actives have a fitted effect of over 60% in size
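Reporter: ARE-Fluc in A549. Exposure: 18-24 h, 37 °C, 5% CO2, 5% FBS OPTI-MEM. Readouts: fluorescent cytotoxicity (CellTiter-Fluor), then luminescent Nrf2 signal after BugLite.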
A549 viability: Nrf2 qHTS screen for inhibitors: counterscreen for cytotoxicity; 390,000 compounds, 0.16% hits; Potency, µM (series often up to 46 µM), for inactives: at the highest dose activity change, negative = cytotoxicity, hits mostly inhibitors; A549 ARE-Fluc cells, CellTiter-Fluor viability, 18-24 h; further: on the % scale 0 is the no-effect control and ±100 the full control effect
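Cytotoxicity counterscreen: CellTiter-Fluor fluorescence was measured in A549 ARE_Fluc cells after 18-24 h of compound exposure in a concentration series. The subsequent BugLite luminescent read reports ARE-luciferase activity.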
EPAC2 antagonist: qHTS for Antagonist of cAMP-regulated guanine nucleotide exchange factor 2 (EPAC2): primary screen. Potency, µM (highest dose often 114 µM), for the others: top-dose activity, negative = inhibition, hits mostly inhibitors. 360,000 compounds, 0.18% hits. EPAC2 GEF exchange of Rap1B-BODIPY-GDP, fluorescence. Rap guanine nucleotide exchange factor 4 (Homo sapiens), Q8WZA2; further: on the % scale 0 is the no-effect control and ±100 the full control effect; nearly all actives have a fitted effect of over 45% in size; many of its hits are not listed in these tables
Target sequence (Q8WZA2 whole entry, looked up): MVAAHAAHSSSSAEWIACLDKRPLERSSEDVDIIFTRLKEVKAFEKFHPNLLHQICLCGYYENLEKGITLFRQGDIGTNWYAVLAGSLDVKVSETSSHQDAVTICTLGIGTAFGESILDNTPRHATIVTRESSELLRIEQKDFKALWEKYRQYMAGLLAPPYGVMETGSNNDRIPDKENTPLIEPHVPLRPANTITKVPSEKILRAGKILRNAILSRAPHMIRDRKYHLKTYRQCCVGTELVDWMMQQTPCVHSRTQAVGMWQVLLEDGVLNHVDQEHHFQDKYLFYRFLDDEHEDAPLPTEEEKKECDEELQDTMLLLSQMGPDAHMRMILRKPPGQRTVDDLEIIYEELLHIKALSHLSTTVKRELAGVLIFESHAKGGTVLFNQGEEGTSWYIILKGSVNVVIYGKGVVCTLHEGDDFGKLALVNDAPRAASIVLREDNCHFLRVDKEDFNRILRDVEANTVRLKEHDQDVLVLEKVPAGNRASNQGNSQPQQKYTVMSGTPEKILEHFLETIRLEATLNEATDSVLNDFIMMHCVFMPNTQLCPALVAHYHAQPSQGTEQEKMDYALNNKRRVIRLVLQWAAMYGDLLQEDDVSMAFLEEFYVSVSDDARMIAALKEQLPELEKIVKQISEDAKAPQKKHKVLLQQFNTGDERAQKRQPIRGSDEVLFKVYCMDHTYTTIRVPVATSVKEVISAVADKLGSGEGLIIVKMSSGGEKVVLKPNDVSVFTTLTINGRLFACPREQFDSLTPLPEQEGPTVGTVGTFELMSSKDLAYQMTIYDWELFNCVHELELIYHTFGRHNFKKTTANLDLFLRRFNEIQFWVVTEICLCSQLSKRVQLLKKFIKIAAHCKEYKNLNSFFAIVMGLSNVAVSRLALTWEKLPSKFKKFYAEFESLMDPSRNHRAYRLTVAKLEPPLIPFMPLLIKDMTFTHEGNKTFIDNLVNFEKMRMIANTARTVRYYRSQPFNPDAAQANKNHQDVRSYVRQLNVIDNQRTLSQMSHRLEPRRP
MCF10A rerep: A quantitative high throughput screen for small molecules that induce DNA re-replication in MCF 10a normal breast cells; MCF 10A DNA re-replication, Hoechst nuclear intensity, 48 h; Potency, µM (highest dose often 46.1 µM), for inactives: top-dose activity, positive = re-replication, actives largely listed as activators; 350,000 compounds, 2.9% hits; AID 624296, 2012; further: % of control where 0% means no effect; nearly all actives have a fitted effect of over 50% in size
ATXN viability: Viability Counterscreen for Primary qHTS for Inhibitors of ATXN expression; S2 cells (HEK-293 line with an ATXN2-luciferase reporter) viability, CellTiter-Fluor protease fluorescence, 24 h; Potency, µM (top dose mostly 56.7 µM), actives largely listed as cytotoxic; 400,000 compounds, 0.49% hits; further: nearly all actives have a fitted effect of over 40% in size
Nrf2 activator: qHTS of Nrf2 Activators; AREc32 ARE-luciferase reporter (MCF7-derived line), luminescence, 24 h; Potency, µM (doses to about 46.1 µM), for inactives: at the highest dose activation, most hits filed as activators; 410,000 compounds, 0.31% hits; further: % of control where 0% means no effect; nearly all actives have a fitted effect of over 65% in size
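Nrf2 activation is followed as ARE-luciferase induction in the AREc32 line after one day of compound treatment; luminescence is read with Steady-Glo.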
ATXN2 expr inh: Primary qHTS for Inhibitors of ATXN expression | HEK-293 ATXN2-luciferase reporter, luminescence, 24 h | Potency, µM (top dose mostly 57 µM), for the others: top-dose activity change, negative = inhibition, usual class: inhibitors | 360,000 compounds, 0.72% hits; further: on the % scale 0 is the no-effect control and ±100 the full control effect; nearly all actives have a fitted effect of over 55% in size
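ATXN2-luciferase reporter cells (luciferase flanked by upstream and downstream ATXN2 gene portions) were treated 24 h at 37 °C with compounds at up to 57 uM. SteadyGlo luminescence gave expression; GF-AFC fluorescence gave viability.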
HepG2 tox: qHTS for Inhibitors of TGF-b: Cytotox Counterscreen; HepG2 CAGA-GFP viability, ATP luminescence, 18 h; AID 588856, 2011; 410,000 compounds, 0.76% hits; Potency, µM (series often up to 46.1 µM), inactives show top-dose activity change, negative = cytotoxicity, hits mostly cytotoxic; further: some results filed as inactive show a strong effect at the top dose
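HepG2 CAGA-GFP cells (1000/well, DMEM with 1% FBS) received compound, then TGF-beta at 500 pg/mL final, and were incubated 18 hours at 37 degrees C. Viability was read by CellTiter-Glo luminescence. Media-only wells were set as complete cell-killing and DMSO as no toxicity.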
TGFb inhibitor: qHTS for Inhibitors of TGF-b. HepG2 CAGA-GFP TGF-b/SMAD3 reporter, GFP fluorescence, 18 h; TGF-beta stimulated, 500 pg/mL final. Potency, µM (titrated, usually from 46.1 µM), without a hit: top-dose activity, negative = inhibition, usual class: inhibitors. 410,000 compounds, 1.2% hits; further: on the % scale 0 is the no-effect control and ±100 the full control effect; nearly all actives have a fitted effect of over 65% in size
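Cell-based qHTS in HEPG2 carrying a CAGA-GFP Smad reporter; compounds added before 500 pg/mL final TGF-beta, 18 h incubation at 37 degrees C, GFP fluorescence quantified per cell by imaging cytometry.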
* hit, by the source's call; i = inactive; ? = inconclusive; . = not tested or not shown; & = joins results of further samples; [ ] = dose if it differs, or a comment. The call rests on the fitted dose curve; in most records, active means well fitted curve in the direction sought with a large enough effect; inconclusive means small, poorly fitted or top-dose-only effect, or another doubt; inactive means no such curve, though single readings can be large; an effect the other way counts as inactive or inconclusive. Potency means the concentration at half of the fitted maximal effect.

SMILES | Nrf2 inh | A549 viability | EPAC2 antagonist | MCF10A rerep | ATXN viability | Nrf2 activator | ATXN2 expr inh | HepG2 tox | TGFb inhibitor
Cc1ccc(Nc2nnc(SCc3nc4ccccc4c(=O)[nH]3)s2)cc1 | 17.6% | -4.9% | -7.6% | 16.9% | i | 0.1% | . | -9.6% | ?
O=C(CCn1c(=O)c2cccn2c2cccnc21)NCc1ccc(F)cc1 | 16.8% | 10.6% | . | . | . | 9.9% | . | -1.2% | -33.0%
Cc1c(N)cc(S(=O)(=O)O)cc1NC(=O)c1cccc([N+](=O)[O-])c1 | 17.8% | 8.3% | -3.4% | -15.9% | i | 0.0% | -3.4% | -1.2% | -4.9%
CCOc1ccc(C(=O)Nc2ccccc2N2CCN(C(=O)c3ccccc3)CC2)cc1[N+](=O)[O-] | ? | -9.1% | 0.6% | -0.4% | ? | 2.6% | -11.8% | -40.0% | 0.0%
Cc1ccc(CNC(=O)COc2cccc3c2OC(C)(C)C3)cc1 | -0.5% | 15.7% | -0.8% | 11.7% | i | 0.5% | 2.9% | -11.8% | 4.1%
O=C(CCCCC(=O)N1CCOCCOCCOCC1)OCc1ccccc1 | ? | 2.8% | 15.0% | 1.2% | i | 0.0% | -2.7% | -47.3% | 0.0%
CCOC(=O)CNC(=O)C1CCN(S(=O)(=O)c2ccc(-c3nn[nH]n3)cc2)CC1 | 10.9% | 2.8% | 21.3% | -30.6% | i | 0.7% | 1.1% | 2.9% | 3.8%
CC(C)COc1ccc(C/C(N)=N/n2cnnc2)cc1 | 16.4µM* | -26.4% | 2.0% | 5.2% | i | 2.5% | -14.0% | 0.2% | -11.2%
O=C(OCC(=O)N(CCc1ccccc1)Cc1ccccc1)c1cccc(O)c1 | 2.1% | 2.1% | -20.5% | -5.8% | i | 0.0% | 15.2% | 4.6% | 0.6%
CC(=O)Nc1c(C)nn(C(C)=O)c1C | -8.9% | 2.0% | 2.0% | -5.4% | i | -0.1% | -2.5% | 3.0% | 3.9%
CC1(C)NC(C(=O)O)Cc2c1[nH]c1ccccc21 (configuration not stated) | 2.4% | 3.2% | -9.7% | -3.1% | i | -0.3% | -17.4% | -32.2% | 19.0%
COc1cc(C(=O)Nc2ccccc2N2CCN(S(C)(=O)=O)CC2)cc(OC)c1OC | . | 7.3% | 1.8% | 1.0% | i | -0.6% | -0.1% | 3.3% | 21.6%
Fc1ccc(C2c3[nH]c4ccccc4c3CCN2CCCn2cccn2)cc1 (configuration not stated) | -16.4% | -9.1% | -18.0% | -0.2% | i | 3.8% | -11.5% | -18.5% | -0.5%
CC1CCCN(c2ccc([N+](=O)[O-])s2)C1 (configuration not stated) | 2.4% | -2.4% | -7.4% | -2.5% | i | -0.3% | . | 2.6% | 1.4%
COc1ccc(S(=O)(=O)Nc2ccc3c(c2)N(C(C)=O)CCC3)cc1F | . | -6.1% | . | . | . | -3.7% | . | -20.8% | -46.5%
CCCCN(C(=O)c1cnc2n(c1=O)CCS2)c1ccccc1 | -2.1% | -3.0% | -1.1% | 0.1% | i | -0.9% | 3.5% | -2.7% | 2.0%
Cc1cccc(-c2c3c(=O)n(C)c(=O)n(C)c3cn2C(C)(C)C)c1 | 1.9% | 0.5% | 14.5% | -3.9% | i | -0.2% | 8.3% | -2.7% | -36.2%
CNC(=O)CCc1[nH]c2ccccc2c1Sc1ccccc1 | -23.1% | -2.7% | -13.1% | ? | i | -0.3% | 25.4% | 0.4% | -12.8%
COc1ccc(C(=O)NCc2nnc(SCC(=O)N3CCCCC3)o2)cc1 | -1.9% | -6.3% | 0.8% | -12.2% | i | -0.8% | ? | 11.3% | -2.9%
CCCOc1ccc(CNC(=O)c2cc3ccccn3n2)cc1 | ? | 17.8% | . | . | i | 5.8% | 27.5% | -24.2% | ?
NNC(=S)NCc1cccnc1 | 1.8% | -1.4% | -0.4% | -1.5% | i | -0.6%[9.22 µM] | 0.5% | 4.1% | 23.5%
Cc1ccc(NC(=S)N2CCC(C(=O)c3ccc(F)cc3)CC2)cc1C | ? | 1.4% | -5.7% | -0.9% | i | -0.3% | -1.6% | 0.5% | -17.4%
O=c1cc(O)nc2n1CCCS2 | 10.6% | -8.1% | -4.1% | -21.7% | i | -0.1% | -3.5% | -3.0% | -7.2%
CC(C)NC(=O)c1ccc2sc([C@H]3C[C@H](O)[C@@H](CO)O3)nc2c1 | . | . | 7.8% | . | i | -0.1% | 9.0% | -12.6% | 0.7%
NC(=O)c1cccc2c1C(=O)N(C1CCCCC1)C2 | -18.4% | 3.2% | 3.3% | 9.3% | i | 3.0% | 9.9% | -44.1% | -4.9%
CCc1nnc(NC(=O)Nc2ccc(OC)cc2)s1 | . | -1.4% | 0.0% | -0.1% | i | 5.2% | 23.7% | 4.0% | 11.5%
Cc1csc(NC(=O)c2ccncc2)n1 | 12.3% | -0.1% | 4.2% | -2.1% | i | 5.3% | 20.9% | -0.3% | 0.3%
COCC(=O)OC1CCn2c1nc1c2C(=O)C(C)=C(NC(C)=O)C1=O (configuration not stated) | ? | ? | ? | 9.2µM* | . | -3.4% | 10µM* | -87.4% | ?
O=C(NNC(=O)C1CCCC1)c1ccc(F)cc1 | 5.7% | 2.3% | 11.6% | -0.5% | i | 5.4% | 4.6% | -8.2% | -17.6%
O=C(NC1CCCC1)C(c1ccc(N2CCOCC2)cc1)N(C(=O)c1ccco1)c1ccccc1F (configuration not stated) | 7.6% | -0.2% | -3.5% | 1.1% | i | -0.6% | 3.9% | 8.4% | 12.6%
COc1cc(CN(C2CC2)S(=O)(=O)c2ccccc2Br)cc(OC)c1 | -18.3% | 13.0% | -12.1% | ? | i | 2.3% | -16.7% | -25.9% | ?
COCCCNC(=O)Cn1cc(C(=O)c2cccs2)c2ccccc21 | -6.9% | -1.3% | 1.8% | 12.0% | i | 0.9% | 16.2% | 1.5% | 1.9%
Cc1onc(-c2c(F)cccc2Cl)c1C(=O)OCN1C(=O)c2ccccc2C1=O | -0.7% | -1.9% | -3.8% | 1.2% | i | 0.1% | 0.0% | 6.2% | -9.6%
COc1cc(NC(=O)C2CCCN(S(=O)(=O)c3ccc4[nH]c(=O)ccc4c3)C2)cc(OC)c1 (configuration not stated) | -29.7% | -12.9% | 3.1% | 8.6% | i | 2.7% | 3.5% | 2.7% | 1.0%
CC(C)(C)OC(=O)CNC(=O)c1[nH]cnc1C(=O)N[C@@H](CCCCNC(=O)OC(C)(C)C)C(=O)OC(C)(C)C | ? | -3.6% | -1.5% | ? | ? | 4.8% | ? | -20.4% | ?
CC(=O)Nc1ccc(C(=O)N2CCCCC2c2cc(C(=O)Nc3ccccc3)no2)cc1 (configuration not stated) | . | . | -10.2% | . | i | -0.3% | 17.2% | 2.3% | 10.5%
CC(=O)c1ccc(Oc2cc(C)nc(NCc3ccccc3)n2)cc1 | -4.9% | -6.9% | 8.7% | 10.6% | ? | 3.1% | -27.1% | -13.7% | -6.9%
CCN(CC)c1ccc(C(=S)NC2CCCCC2)cc1 | 0.7% | -3.2% | -8.2% | ? | i | 2.3% | 0.3% | -38.3% | 1.4%
CCOc1ccc(NC(=O)Cn2cc(C(=O)C3CC3)c3ccccc32)cc1 | 16.8%&3.7% | 2.5%&8.6% | -2.6% | -17.7% | i | -0.3%&2.3% | 1.7%&2.4% | -6.8%&-15.5% | 2.6%&10.4%
c1ccc(COc2ccccc2CNCc2cccnc2)cc1 | ? | ? | 4.2% | -2.0% | i | -0.6% | 3.2% | -24.3% | -4.8%
Cc1oc2c(c1C(=O)NC(Cc1c[nH]c3ccccc13)C(=O)O)CCCC2 (configuration not stated) | 19.8% | -1.4% | -0.6% | -4.2% | i | -0.5% | 8.6% | -22.4% | 1.2%
COc1cc(NC(=O)CCS(=O)(=O)c2ccc3c(c2)oc(=O)n3C)cc(OC)c1OC | 14.5% | -0.1% | 5.2% | 4.0% | i | -0.5% | 8.5% | -11.0% | 8.5%
CCCN1CCC(NC(=O)Nc2ccc([N+](=O)[O-])cc2)CC1 | -8.3% | 0.8% | -11.8% | -17.6% | i | 1.6% | -2.4% | 0.0% | 8.7%
O=C(CNC(=O)c1ccco1)N/N=C/c1ccc(O)c([N+](=O)[O-])c1 | -17.9% | -8.3% | -2.3% | -4.9% | i | 0.1% | -2.6% | -15.2% | -3.7%
C#CC1(N2CCCCC2)CCCCC1 | . | . | 5.5% | . | ? | 0.6% | . | 10.3% | -1.3%
O=C(Nc1ccc(Cl)cc1F)C1CC1 | 5.2% | -1.6% | 17.6% | -1.6% | i | -0.1%[9.22 µM] | 0.2% | 0.8% | 3.2%
CN(C)c1ccnc(-n2cccc2/C=N/O)c1C#N | 3.5% | -16.4% | 4.1% | -1.0% | i | -0.8% | 16.9% | 3.0% | 8.6%
O=C(c1ccccc1)N1CCN(C(=O)c2ccncc2)CC1 | -15.1% | 1.0% | -4.8% | 0.1% | i | 0.0% | 5.0% | -7.9% | -1.9%

For convenience, part of the list above:
SMILES | Nrf2 inh | A549 viability | EPAC2 antagonist | MCF10A rerep | ATXN viability | Nrf2 activator | ATXN2 expr inh | HepG2 tox | TGFb inhibitor
Cc1ccc(Nc2nnc(SCc3nc4ccccc4c(=O)[nH]3)s2)cc1 | 17.6% | -4.9% | -7.6% | 16.9% | i | 0.1% | . | -9.6% | ?
O=C(CCn1c(=O)c2cccn2c2cccnc21)NCc1ccc(F)cc1 | 16.8% | 10.6% | . | . | . | 9.9% | . | -1.2% | -33.0%
Cc1c(N)cc(S(=O)(=O)O)cc1NC(=O)c1cccc([N+](=O)[O-])c1 | 17.8% | 8.3% | -3.4% | -15.9% | i | 0.0% | -3.4% | -1.2% | -4.9%
CCOc1ccc(C(=O)Nc2ccccc2N2CCN(C(=O)c3ccccc3)CC2)cc1[N+](=O)[O-] | ? | -9.1% | 0.6% | -0.4% | ? | 2.6% | -11.8% | -40.0% | 0.0%

Not all compounds are listed, so the mix of outcomes need not match the whole.
